Screening data: PubChem BioAssay, NCI
NCI-60 one-dose screen, 48 h, at 10 µM unless noted. Numbers give growth in % (100 = growth as untreated, 0 = no growth, -100 = all killed).
SK-MEL-28: SK-MEL-28 melanoma; AID 1794761; 4.1% of 81,000 active
UACC-257: UACC-257 melanoma | 4.4% of 78,000 active | AID 1794764
UACC-62: UACC-62 melanoma; 5.4% of 81,000 active
MDA-MB-435: MDA-MB-435 melanoma; 7.8% of 82,000 active
SK-MEL-2: SK-MEL-2 melanoma. 4.7% of 77,000 active. AID 1794763
A549/ATCC: A549/ATCC NSCLC; 3.7% of 81,000 active; AID 1794740
M14: M14 melanoma; 6.2% of 80,000 active
SK-MEL-5: SK-MEL-5 melanoma | 6.4% of 80,000 active
The depositor's hits bear a star; x = no result given; & = joins results of further samples. The calls were made as follows: active = growth percent below 10; inactive = the rest.

SMILES	SK-MEL-28	UACC-257	UACC-62	MDA-MB-435	SK-MEL-2	A549/ATCC	M14	SK-MEL-5
C[C@@H]1CC2C3CCC4=CC(=O)C=C[C@]4(C)[C@@]3(F)[C@@H](O)C[C@]2(C)[C@@]1(O)C(=O)COP(=O)(O)O (stereo not given in full)	110	101	102	93	113	x	96	98
C=C1CC[C@@H]2[C@]3(C)COC(c4cn[nH]c4-c4cccc(Br)c4)O[C@@H]3CC[C@@]2(C)[C@@H]1C/C=C1/C(=O)OCC1O (stereo not given in full)	-77*	-72*	-83*	-50*	-70*	-17*	-76*	-100*
C/C(=N/O)c1ccc(NC(=O)CSc2nnc(-c3ccc4nc(-c5ccc(Cl)cc5)[nH]c4c3)o2)cc1	-62*	97	11	18	65	32	22	11
Nc1nnc2c3c4c(sc3ncn12)CCCC4	114	101	92	112	104	94	108	96
C[C@H](NC(CCc1ccccc1)C(=O)O)C(=O)N1CCC[C@H]1C(=O)O (stereo not given in full)	109	122	107	110	100	100	102	97
CCCCOC(=O)c1ccc(NC(=O)CCl)cc1	102	75	53	76	62	69	51	59
CCOC(=O)c1[nH]c(C)c(I)c1C	102	111	99	85	102	99	108	97
COc1ccc(C(=O)Nc2nc(-c3ccc(Cl)cc3)cs2)cc1OC	102	97	107	110	x	98	117	100
CC(C)Cn1c2c(c(=S)[nH]c1=O)CCC2	118	109	96	99	98	103	105	x
COc1ccc(Cn2cc3c(c2-c2ccccc2)CCc2c(CN4CCCC4)noc2-3)cc1	77	77	71	28	93	79	x	64
CC/C(=N/N=C(N)N)c1ccc(F)cc1	99	98	107	97	100	98	90	88
CC(C)C(C(=O)O)N1C(=O)C2C3CCC(C3)C2C1=O (stereo not given)	118	108	99	108	103	113	104	104
CCCCCCCNc1nc(CO)ncc1-c1ccc(C(F)(F)F)cc1	104	92	98	107	107	79	108	98
O=P(O)(O)OCC1OC(n2cnc3c(NCc4ccccc4)ncnc32)C(O)C1O (stereo not given)	127	115	38	25	85	55	29	84
c1csc(CSc2ncnc3nc[nH]c23)c1	89	84	86	109	98	95	105	93
O=C1N/C(=N/N=C(c2ccccc2)c2ccccc2)S/C1=C\c1ccc([N+](=O)[O-])cc1	99	72	92	94	99	82	97	96
CCCn1nc(-c2ccccc2)c2c(-c3ccccc3)onc2c1=O	95	112	54	8.4*	58	89	57	80
CCCCSc1nc(Nc2ccc(/C(C)=N/NC(N)=S)cc2)c(C#N)c(-c2ccccc2)n1	66	90	65	65	90	13	77	55
CCOC(=O)N1CCCCCC1	112	106	99	118	101	104	104	107
CS(=O)(=O)c1ccc(C(=O)/C=C/c2cn(-c3ccc(F)cc3)nc2-c2ccc(S(C)(=O)=O)cc2)cc1	107	96	89	104	104	104	x	102
C/C(=N\NC(=O)CSc1nc2sc3c(c2c(=O)n1-c1ccccc1)CCC(C)C3)c1ccc(Cl)cc1 (stereo not given)	25	75	4.8*	30	x	43	-34*	-15*
C/C(=C(/c1ccccc1)c1ccc(OCC(O)CN2CCOCC2)cc1)c1ccccc1 (stereo not given)	90	93	97	91	99	87	-45*	87
ClC(Cl)(Cl)c1nc(Nc2nc3ccccc3s2)nc(-c2ccccc2)n1	109	116	100	104	120	106	98	101
CN1CCN(CCCn2c3c(sc4ncccc43)c(=O)n3nnc(-c4ccccc4)c23)CC1	111	99	91	98	99	-75*	78	-98*
Cc1cc(C)nc(NS(=O)(=O)c2ccc(Nc3nc(-c4ccc(O)cc4O)c4c(=O)[nH]c(SCc5ccccc5)nc4n3)cc2)n1	140	123	108	83	100	120	x	131
NC(CSC(c1ccccc1)(c1ccccc1)c1ccccc1)C(=O)O (stereo not given)	58	52	48	-67*	-16*	26	14	26
C#CCSC(=N)N	99	83	90	108	102	99	106	92
COc1cc(Cl)cc(-c2nn(-c3cccc(NC(=O)Nc4cccc(C(F)(F)F)c4)c3)cc2-c2ccncc2)c1	14	-12*	-12*	-21*	-37*	8.1*	10.0*	5.3*
CCN(CCC#N)c1ccccc1	113	119	98	109	106	108	109	111
O=C(NCc1ccco1)c1ccccc1I	111	102	114	104	127	98	112	108
COc1c(O)cc(Br)c(C=O)c1[N+](=O)[O-]	107	86	101	99	101	103	101	104
O=C(CN(C(=O)Cn1c(=O)n2nnnc2c2ccccc21)c1ccccc1C(F)(F)F)Nc1ccc(C(F)(F)F)cc1	108	115	101	105	105	104	102	102
Cn1c(-c2cccc(OC(F)(F)F)c2)cc(=O)c2cc(N3CCCC3)ccc21	101	73	75	62	74	78	79	72
Cc1ccc(-c2cc3c(nn2)-c2ccccc2C3=O)cc1	84	87	76	90	81	92	87	88
COc1ccc(Nc2nn3c(-c4ccccc4)cc(-c4ccccc4)nc3c2C(=O)Nc2ccccc2)c(OC)c1	94	98	87	97	113	96	103	100
CC(C)(C)C1CCC(=NO)CC1 (stereo not given)	110	76	99	100	95	92	100	104
NS(=O)(=O)c1cc2c(cc1C(F)(F)F)NCNS2(=O)=O	96	104	104	102	114	101	105	103
CCCCCCCCCOCC(O)COc1ccccc1[N+](=O)[O-] (stereo not given)	110&109	100&99	91&100	99&115	103&87	97&98	96&104	96&102
CCCCCCCCCCCCCCCCCCNCc1ccc(Cl)cc1	27	39	-47*	-80*	-73*	-81*	-72*	12
CN1CCN(CCCNC(=O)c2c3c(n4ccccc24)C(=O)c2ncccc2C3=O)CC1	61	-56*	-24*	-81*	9.4*	-26*	-54*	-96*
O=C1C(Cl)=C(Oc2cccc3cccnc23)C(=O)c2ccccc21	101	84	90	49	86	96	76	67
O=C(c1ccc(Cl)cc1)C1[C@H](c2ccc(Br)cc2)[C@@H](c2ccccc2)NC12C(=O)Nc1ccccc12 (stereo not given in full)	-33*	-2.9*	-61*	-47*	-63*	15	29	-23*
COc1ccc2c(c1)CCCN2C(N)=Nc1ccc(Cl)cc1	112	100	88	103	97	99	81	90
CCCCCCCCCc1ccc(OCCOCCOCCOCCOCCOCCOCCOCCOCCO)cc1	34	-25*	12	7.5*	7.0*	17	-11*	-77*
Cc1oc2ncnc(Nc3cccc(F)c3)c2c1C(=O)NCCO	104	x	92	108	103	91	109	102
Cc1[nH]c2ccc(F)cc2c1CCNC(=O)C1CCN(C(=O)c2ccc3ccccc3c2)CC1	111	73	76	90	100	82	97	83
N=c1nc(N)nc(N)n1-c1ccccc1	108	95	x	109	100	95	101	99
CCc1ccc(N2CCC(=S)NC2=S)cc1	109	100	91	104	118	96	113	99
CC(O)c1cc[cH-]c1.[Fe+2].c1cc[cH-]c1 (stereo not given)	112	97	108	104	109	101	96	98
CCOc1ccc(Br)cc1/C=C1\N=C(c2ccccc2)OC1=O	104	96	91	111	48	96	94	94
Cc1[nH]ccc2cc3nc4ccccc4c3cc12	55	40	62	34	x	15	38	38
COc1ccc(/C=C/C(=O)/C=C(O)/C=C/c2ccc(OC)c(OC)c2OC)c(OC)c1OC	101	82	75	77	86	83	94	74
NCc1ccccc1O	113	106	108	99	126	102	120	97
Cc1ccc(S(=O)(=O)OCCN(CCOS(=O)(=O)c2ccc(C)cc2)S(=O)(=O)c2ccc(C)cc2)cc1	122	115	72	103	108	99	102	95
O=C(O)c1ccc(-n2cc(/C=N/Nc3ccc(F)c(Cl)c3)c(-c3cc4ccc(O)cc4oc3=O)n2)cc1	x	109	90	99	100	105	103	99
COC(=O)Cc1cc(O)cc2oc(-c3ccc(OC)c(O)c3)cc(=O)c12	109	98	108	101	103	99	109	102
Cc1ccc(S(=O)(=O)N/N=C2\CC3CC2C2CCCC32)cc1 (stereo not given)	99	104	91	100	112	96	116	103
CN(C)c1ccc(O)c2c1C[C@H]1C[C@H]3[C@H](N(C)C)C(=O)C(C(N)=O)=C(O)[C@@]3(O)C(=O)C1=C2O	82	77	43	70	32	51	47	54
COc1ccc2c(c1)O/C(=C\c1cccc(OCC(=O)Nc3nc(C)c(C)s3)c1)C2=O	85	89	82	80	89	12	-15*	111
COc1ccc(Nc2ncnc3c2c(SC)nn3-c2ccccc2)cc1	99	106	86	98	87	86	94	95
Following part
SMILES	SK-MEL-28	UACC-257	UACC-62	MDA-MB-435	SK-MEL-2	A549/ATCC	M14	SK-MEL-5
CN(C)c1ccc(/C=N/NC(=O)c2cc(-c3nc4ccccc4[nH]3)nc3ccccc23)cc1	98	114	74	93	80	97	101	87
O=C(N=Nc1c(O)[nH]c2ccc(Cl)cc12)c1ccc2nc(-c3ccccc3)[nH]c2c1	44	109	22	80	43	94	69	94
COC(=O)c1cc(N=C2NC(=O)/C(=C/C=C/c3ccccc3)S2)ccc1O	65	71	34	-36*	74	31	11	30
O=C(CS(=O)(=O)c1ccccc1)c1cc2cc(Br)ccc2o1	102	91	84	101	104	89	99	101
O=C(NN1C(=O)/C(=C\c2ccc(Br)cc2)SC1=S)c1ccncc1	102	102	91	102	102	102	103	99
COc1ccc(C(=O)/C=C/c2cn(-c3ccc(C)cc3)nc2-c2ccc(S(C)(=O)=O)cc2)cc1	103	90	83	92	101	93	x	90
CN(C)CCCNC(=O)c1cc(NC(=O)c2cc(NC(=O)c3ccc(C#Cc4ccccc4)cc3)cn2C)cn1C	47	44	-33*	-63*	-89*	-15*	-80*	-94*
O=C1C=C(OCC=C(Cl)Cl)C(=O)c2ccccc21	104	76	87	-56*	70	91	83	x
COc1cc(NCC(O)CN2CCC(C)CC2C)c2ncccc2c1 (stereo not given)	100	109	96	93	106	81	90	92
Cc1ccc(NC(=O)NC(=O)CSc2nc3ccccc3nc2C)cc1	75	x	53	74	68	70	75	39
COC(=O)CC(N)C(=O)OC (stereo not given)	109	100	x	97	112	99	103	102
CC1CCCc2c1nc1nc(SCC(=O)c3ccccc3)nc(N)c1c2-c1ccc(Cl)cc1 (stereo not given)	86	98	82	94	100	82	65	63
CCOC(=O)c1c(N2CCCC2)[nH]c(=O)c(C=Nc2ccc(Cl)cc2)c1O	127	111	69	94	78	93	72	99
COC(=O)c1nc(N)nc(C(=O)OC)c1C(=O)c1ccc([N+](=O)[O-])cc1	110	105	97	103	107	109	116	105
COc1ccccc1S(=O)(=O)Nc1ccc2c3c(cc(-c4ccoc4)nc13)C(=O)N2C	76	59	38	33	75	66	53	57

A draw from above in order of formula weight, ascending.
SMILES	SK-MEL-28	UACC-257	UACC-62	MDA-MB-435	SK-MEL-2	A549/ATCC	M14	SK-MEL-5
COC(=O)CC(N)C(=O)OC (stereo not given)	109	100	x	97	112	99	103	102
O=C1C=C(OCC=C(Cl)Cl)C(=O)c2ccccc21	104	76	87	-56*	70	91	83	x
COc1cc(NCC(O)CN2CCC(C)CC2C)c2ncccc2c1 (stereo not given)	100	109	96	93	106	81	90	92
COC(=O)c1nc(N)nc(C(=O)OC)c1C(=O)c1ccc([N+](=O)[O-])cc1	110	105	97	103	107	109	116	105
COc1ccc(Nc2ncnc3c2c(SC)nn3-c2ccccc2)cc1	99	106	86	98	87	86	94	95
Cc1ccc(NC(=O)NC(=O)CSc2nc3ccccc3nc2C)cc1	75	x	53	74	68	70	75	39
O=C(CS(=O)(=O)c1ccccc1)c1cc2cc(Br)ccc2o1	102	91	84	101	104	89	99	101
COC(=O)c1cc(N=C2NC(=O)/C(=C/C=C/c3ccccc3)S2)ccc1O	65	71	34	-36*	74	31	11	30
CCOC(=O)c1c(N2CCCC2)[nH]c(=O)c(C=Nc2ccc(Cl)cc2)c1O	127	111	69	94	78	93	72	99
O=C(NN1C(=O)/C(=C\c2ccc(Br)cc2)SC1=S)c1ccncc1	102	102	91	102	102	102	103	99
COc1ccccc1S(=O)(=O)Nc1ccc2c3c(cc(-c4ccoc4)nc13)C(=O)N2C	76	59	38	33	75	66	53	57
COc1ccc(C(=O)/C=C/c2cn(-c3ccc(C)cc3)nc2-c2ccc(S(C)(=O)=O)cc2)cc1	103	90	83	92	101	93	x	90
CN(C)CCCNC(=O)c1cc(NC(=O)c2cc(NC(=O)c3ccc(C#Cc4ccccc4)cc3)cn2C)cn1C	47	44	-33*	-63*	-89*	-15*	-80*	-94*

(next part)
SMILES	SK-MEL-28	UACC-257	UACC-62	MDA-MB-435	SK-MEL-2	A549/ATCC	M14	SK-MEL-5
CC(C)[C@@H]1NC(=O)[C@H](Cc2ccccc2)NC(=O)[C@@H]2CCCN2C(=O)[C@H](C(C)O)NC(=O)[C@H](C)NC(=O)[C@@H]2CCCN2C(=O)[C@@H]2CCCN2C1=O (stereo not given in full)	105	94	99	108	102	87	102	109
COc1nc(OC)nc(-c2cc(-c3ccc(OC)c(F)c3)no2)n1	120	105	95	107	110	86	110	95
C=CCN=C1C=C(C)CC(C)(C)C1	97	103	95	100	101	99	99	96
CN1CCc2c(sc3ncnc(N/N=C/c4ccc(Cl)cc4)c23)C1	89	116	98	97	110	108	97	96
COC(=O)c1c2c(c(C)[n+]([O-])c1C)C(=O)C=C(NCc1ccc(OC)cc1)C2=O	-6.4*	-77*	-75*	-92*	-22*	-18*	-85*	-97*
COc1cc(C2CC(=O)Nc3c2cnn3Cc2ccco2)cc2c1OCCO2 (stereo not given)	76	82	76	4.3*	87	81	71	76
C=CCc1cc(OC)c(O)c(C(=O)OCC)c1	114	93	93	111	110	90	99	x
O=C(CC(CC(=O)c1ccc(Cl)cc1)c1ccc(O)cc1)c1ccc(Cl)cc1	106	90	70	103	107	87	93	91
CC(=O)O[C@H]1CC[C@@]2(C)C(=CC[C@@H]3[C@@H]2CC[C@]2(C)C(c4cccnc4)=CC[C@@H]32)C1	44	x	44	35	24	x	73	21
CN(C)CCC(O)c1ccccc1 (stereo not given)	117	93	105	95	98	90	108	109
COc1ccc(-c2coc3c(CO)c(O)ccc3c2=O)cc1	89	90	33	60	19	90	75	59
Cc1nc(SCC(=O)NC2CCCC2)c2oc3ccccc3c2n1	102	117	58	90	136	89	83	x
CC(C)Nc1ncccn1	118	111	104	97	111	108	107	101
COc1ccc2cc(C(C)C(=O)Nc3ccc(-c4n[nH]c(=S)n4C4CCCCC4)cc3)ccc2c1 (stereo not given)	76	77	58	62	77	41	63	68
